SNCA expr inhib: SNCA gene expression inhibition; 140,000 tested, 0.17% active; AID 1671194; HEK-293 SNCA-luciferase knock-in, luminescence, 24 h; Potency, µM (highest dose often 57.2 µM), for inactives: at the highest dose activity change, negative = inhibition, most hits filed as inhibitors;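 also: potency is read from the fitted curve at half-maximal effect; plate controls were DMSO cells for no effect and cell-free wells for full effect; nearly all actives have a fitted effect of over 45% in size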
HEK293 tox: kills HEK 293 cells; HEK 293 viability, ATP luminescence (CellTiter-Glo), 48-72 h; Potency, µM (top dose mostly 115 µM), for inactives: top-dose activity change, negative = cytotoxicity, usual class: inhibitors; 94,000 tested, 6.6% active; AID 1345083; also: potency is read from the fitted curve at half-maximal effect; nearly all actives have a fitted effect of over 60% in size
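Pintool-delivered compounds were incubated with HEK 293 cells (250 cells/well) at 37 degree Celsius for 48 or 72 hr. ATP-dependent luminescence (CellTiter-Glo) then reported remaining viable cells.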
Luciferase inh: blocks purified firefly luciferase enzyme activity; purified P. pyralis luciferase, luminescence, biochemical; 76,000 tested, 2.5% active; AID 1347043; Potency, µM (doses to about 115 µM), for the others: at the highest dose activity change, negative = inhibition, actives largely listed as inhibitors; also: potency is read from the fitted curve at half-maximal effect; nearly all actives have a fitted effect of over 65% in size
Target sequence (P08659 whole entry, looked up): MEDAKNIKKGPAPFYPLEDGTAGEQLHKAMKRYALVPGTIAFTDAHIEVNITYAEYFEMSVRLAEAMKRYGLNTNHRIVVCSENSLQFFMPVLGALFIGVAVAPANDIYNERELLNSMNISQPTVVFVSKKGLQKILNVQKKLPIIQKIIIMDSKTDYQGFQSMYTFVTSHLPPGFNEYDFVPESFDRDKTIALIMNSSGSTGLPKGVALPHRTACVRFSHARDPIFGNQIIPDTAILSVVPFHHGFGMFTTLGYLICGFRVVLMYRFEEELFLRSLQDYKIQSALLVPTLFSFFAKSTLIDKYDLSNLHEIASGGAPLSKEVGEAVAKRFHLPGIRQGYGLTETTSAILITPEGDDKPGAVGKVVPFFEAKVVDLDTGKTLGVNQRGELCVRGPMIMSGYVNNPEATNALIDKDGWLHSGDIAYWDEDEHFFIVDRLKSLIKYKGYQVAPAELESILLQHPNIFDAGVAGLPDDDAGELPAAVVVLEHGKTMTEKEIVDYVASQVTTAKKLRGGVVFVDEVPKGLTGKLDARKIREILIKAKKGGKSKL
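FLuc 10nM, D-luciferin 10uM, ATP 10uM, Mg acetate 10mM, Tris acetate pH 7.5, Tween/BSA; cpd qHTS; enzyme added last; CCD luminescence.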
HEK293 viab: reduces viability of HEK-293 SNCA reporter cells. HEK-293-SNCA-luc viability, GF-AFC fluorescence, 24 h. Potency, µM (doses to about 57.1 µM), without a hit: at the highest dose activity change, negative = cytotoxicity, most hits filed as cytotoxic. 150,000 tested, 0.12% active;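 also: potency is read from the fitted curve at half-maximal effect; 0% = DMSO-treated cells and -100% = medium-only wells without cells; nearly all actives have a fitted effect of over 30% in size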
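HEK-293-SNCA-luc cells (1500/well) plated 24 h, then exposed 24 h to a dilution series; GF-AFC added 30 min at 37C, fluorescence 405/540 nm; normalised to medium-only and DMSO wells, Hill fit.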
NIH3T3 tox: NIH 3T3 cell cytotoxicity; NIH 3T3 viability, CellTiter-Glo ATP luminescence, 48-72 h; 94,000 tested, 4.3% active; Potency, µM (doses to about 96.7 µM), for inactives: at the top dose activity change, negative = cytotoxicity, most hits filed as inhibitors; also: potency is read from the fitted curve at half-maximal effect; nearly all actives have a fitted effect of over 55% in size
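Luminescent ATP readout (CellTiter-Glo, 10 min RT) after 48 or 72 hr compound exposure of NIH 3T3 cells seeded at 400 cells/well in 1536-well format; quantitative HTS.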
IP6K1 inhibitor: blocks human inositol hexakisphosphate kinase 1. IP6K1 kinase, ADP-Glo luminescence, 2 h; stronger effect = lower value. 140,000 tested, 0.81% active. Q92551. activity change, % (series mostly up to about 58 µM); in the data active = activity change below about -25%
Target sequence (Q92551 whole entry, looked up): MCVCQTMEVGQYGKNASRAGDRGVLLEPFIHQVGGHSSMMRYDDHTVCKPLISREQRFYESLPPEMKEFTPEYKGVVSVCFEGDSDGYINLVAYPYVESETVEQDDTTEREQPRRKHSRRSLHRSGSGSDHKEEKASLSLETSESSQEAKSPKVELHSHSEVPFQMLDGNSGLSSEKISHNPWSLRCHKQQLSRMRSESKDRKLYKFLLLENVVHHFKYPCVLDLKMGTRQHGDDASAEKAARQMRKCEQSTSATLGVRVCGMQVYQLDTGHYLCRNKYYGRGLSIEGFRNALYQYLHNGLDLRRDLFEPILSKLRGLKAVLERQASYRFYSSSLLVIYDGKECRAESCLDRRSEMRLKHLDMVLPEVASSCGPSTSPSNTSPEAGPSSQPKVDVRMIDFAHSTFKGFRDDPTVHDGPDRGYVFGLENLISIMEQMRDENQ
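ADP-Glo luminescence measures ADP made by human IP6K1 during a 2 h RT reaction with ATP/IP6 (mix at 1.3 mM/130 uM); top library doses 57.5 and 19.1 uM final.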
GPT2 inhibitor: GPT2 alanine aminotransferase inhibition | AID 1671188 | Recombinant GPT2, coupled pyruvate oxidase/HRP Amplex Red fluorescence | 100,000 tested, 0.25% active | Potency, µM (doses to about 57.7 µM), for the others: at the highest dose activity change, negative = inhibition, actives largely listed as inhibitors | Q8TD30; also: potency is read from the fitted curve at half-maximal effect; nearly all actives have a fitted effect of over 60% in size; many of its hits are not listed in these tables
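GPT2 10ng/uL, a-KG 250uM, L-Ala 2mM, HEPES pH7.5 + 0.0001% Tween; 30 min RT. Then Amplex mix (PO/HRP/ThPP), 30 min RT dark, fluorescence. AOA 50uM used as positive control.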
Numbers without * were called inactive; i = inactive; ? = inconclusive; . = not tested or not shown; & = joins results of further samples; [ ] = dose if it differs, or a comment. Unless noted, calls follow the shape of the dose curve; as a rule, active = well fitted curve in the direction sought with a large enough effect; inconclusive = small, poorly fitted or top-dose-only effect, or another doubt; inactive = no such curve, though single readings can be large; an effect the other way counts as inactive or inconclusive. Unless noted, % is scaled to controls: 0 for no effect and ±100 for the full control effect.

#1 CCc1ncc(C(=O)N2CCC(c3cc(Cc4ccccc4)[nH]n3)CC2)cn1
#2 COc1ccccc1NC(=O)N1c2ccccc2Sc2ccccc21
#3 COC(=O)[C@@H]1Cc2c([nH]c3ccccc23)[C@H]2C[C@@H](N3CCOCC3)C[C@@H](c3ccccc3)N21
#4 CN1CCN(C(=O)N2CCC3(CCCN(C4CCOCC4)C3=O)C2)CC1 (centres undefined)
#5 O=C(O)CCC(=O)N1CC[C@H](c2nnc(-c3cccnc3)o2)C1
#6 CCCn1c(=NC(=O)c2c(-c3c(F)cccc3Cl)noc2C)c(C(=O)OCC)cc2c(=O)n3ccccc3nc21
#7 Cc1cc(Nc2nc(N[C@@H](C)c3ccc(F)cc3)c(C#N)cc2F)n[nH]1
#8 Cc1cc(C)n(CC(=O)N2CCCCCCNC(=O)[C@@H]3CCCC[C@@H]32)n1
assay / entry	1	2	3	4	5	6	7	8
SNCA expr inhib	-18.9%	-2.1%	-1.8%	-18.3%	-16.7%[87.6 µM]	-20.0%	?	1.2%
HEK293 tox	i	.	?	-6.4%	3.8%[172 µM]	.	.	i
Luciferase inh	13.7%	.	-14.3%	11.1%	3.0%[172 µM]	.	.	-1.9%
HEK293 viab	-4.9%	8.2%	3.7%	-12.6%	1.2%[87.6 µM]	4.5%	?	-3.2%
NIH3T3 tox	?	.	?	-25.6%	-21.5%[174 µM]	.	.	0.0%
IP6K1 inhibitor	-10.3	5.2	-21.3	3.6	-4.3	-19.4	8.0	-10.9
GPT2 inhibitor	-7.9%	.	2.1%	?	i	.	i	1.1%

#9 COC(=O)c1cc2occc2n1Cc1nc(-c2ccccc2F)oc1C
#10 COc1ccccc1-c1ccc2ncc(Nc3cccnc3OC)n2n1
#11 COc1ccc(-c2onc(C)c2C)cc1S(=O)(=O)NCc1ccc(C)o1
#12 CCc1ccc(S(=O)(=O)c2nnn3c2nc(NCCC(C)C)c2cc(Cl)ccc23)cc1
#13 CN(CCCNC(=O)CN1CC2CC(C1)[C@H]1CCCC(=O)N1C2)C1CCCCC1 (some centres undefined)
#14 COc1ccc(CNC(=O)Cn2c(C)cc3nc4n(c(=O)c32)CCCCC4)cc1OC
#15 COc1ccc(CN2C(=O)C(NC(=O)c3ccc(C)cc3)(C(F)(F)F)N=C2c2ccccc2)cc1 (centres undefined)
#16 COC(=O)C1=C(C)N=C2SC=C(CC(=O)NCCC(C)C)N2C1c1ccccc1Cl (centres undefined)
assay / entry	9	10	11	12	13	14	15	16
SNCA expr inhib	3.1%	8.1%[87.6 µM]	4.2%	-0.7%	16.8%	?	-6.9%	-5.6%
HEK293 tox	.	?	.	.	9.3%	0.3%	.	?
Luciferase inh	.	7.1%[172 µM]	.	.	0.4%	0.0%	.	-6.6%
HEK293 viab	4.7%	-3.1%[87.6 µM]	-9.5%	-3.1%	9.4%	-10.9%	-5.1%	?
NIH3T3 tox	.	?	.	.	i	-10.3%	.	?
IP6K1 inhibitor	-3.0	8.9	14.5	-3.9	14.1	15.2	-0.2	-4.0
GPT2 inhibitor	.	i	.	.	i	i	.	?

#17 CNC(=O)NC[C@H]1CCN(Cc2scnc2C)C[C@H]1N(C)C
#18 CN(C)CC1(O)CCC2(CCN(C(=O)CCc3nc4ccccc4[nH]3)CC2)CC1
#19 O=C(Nc1cccc2ccccc12)O[C@@H]1CO[C@H]2[C@@H]1OC[C@@H]2NC(=S)Nc1ccc(Cl)cc1
#20 CC(C)NC(=O)c1ccc2oc(-c3ccncc3Cl)nc2c1
#21 CCCCc1c(C)nc2c(-c3ccc(OC)cc3)c(C)[nH]n2c1=O
#22 Cc1noc(C)c1CCC(=O)NC1CCCc2c1[nH]c1ccc(F)cc21 (centres undefined)
#23 COc1ccccc1-c1noc(CSc2nc3ccc(C)cc3[nH]2)n1
#24 CCN1CCN(C2(C(=O)N3CCC(OC)CC3)Cc3ccccc3C2)CC1
assay / entry	17	18	19	20	21	22	23	24
SNCA expr inhib	-8.6%	4.7%	?	67.8%[activator]	8.2%	-13.4%	-17.1%	-6.7%
HEK293 tox	-2.1%	?	39.8µM*	?	.	?	.	-2.8%
Luciferase inh	-8.9%	1.4%	2.0%	.	.	6.7%	.	-4.6%
HEK293 viab	-1.4%[12.5 µM]	0.1%	-10.0%	0.9%[12.5 µM]	-1.8%	-0.2%	-3.9%	-8.7%
NIH3T3 tox	-8.1%	-9.7%	?	-20.1%	.	?	.	2.2%
IP6K1 inhibitor	-1.2	-17.8	1.7	8.9	1.9	-6.1	-3.2	8.2
GPT2 inhibitor	i	1.5%	i	i	.	-4.7%	.	i

#25 CCOc1cc(C(=O)Nc2ccc3nc(N4CCN(C)CC4)cc(C)c3c2)cc(OCC)c1OCC
#26 CC(=O)N1CCCC(c2[nH]ccc2C(=O)NCCc2cccs2)C1 (centres undefined)
#27 C=C1CC[C@H]2[C@@](C)(CCC(OC3OC(CO)C(O)C(O)C3O)[C@@]2(C)CO)C1C(=O)CC1=CCOC1=O (some centres undefined)
#28 Cn1c(=O)c2ccnn2c2ccc(C(=O)NC3CCCC3)cc21
#29 COCC(=O)NC[C@H]1CCN(Cc2ccc(OC)cc2)C[C@H]1N(C)C
#30 COC(=O)N1CCCC2(C1)C(=NC1CCCCC1)NC(=O)N2c1cccnc1 (centres undefined)
#31 Cc1ccc(NC(=O)CCC(=O)N2Cc3ccccc3Oc3ncccc32)cc1
#32 COCC1CN(S(=O)(=O)Cc2ccc(C)c(C)c2)CC12CCNCC2 (centres undefined)
assay / entry	25	26	27	28	29	30	31	32
SNCA expr inhib	1.3%	?	.	30.0%	?	-12.9%	-8.7%	1.9%
HEK293 tox	.	-12.0%	.	-26.7%	4.6%	-1.1%	.	-4.4%
Luciferase inh	.	-12.8%	.	1.0%	3.7%	-2.4%	.	-11.5%
HEK293 viab	5.0%	-2.5%[12.5 µM]	9.1%[23.9 µM]	11.2%	3.5%[12.5 µM]	7.3%	4.7%	-6.4%
NIH3T3 tox	.	-1.8%	.	-20.2%	-22.6%	-19.2%	.	-7.5%
IP6K1 inhibitor	-7.2	5.7	0.8	34.6	35.7	14.1	-6.3	18.8
GPT2 inhibitor	.	i	i	3.6%	i	i	.	1.3%

Overlap with the part before: 4 compounds, then new ones.
#29 COCC(=O)NC[C@H]1CCN(Cc2ccc(OC)cc2)C[C@H]1N(C)C
#30 COC(=O)N1CCCC2(C1)C(=NC1CCCCC1)NC(=O)N2c1cccnc1 (centres undefined)
#31 Cc1ccc(NC(=O)CCC(=O)N2Cc3ccccc3Oc3ncccc32)cc1
#32 COCC1CN(S(=O)(=O)Cc2ccc(C)c(C)c2)CC12CCNCC2 (centres undefined)
#33 O=C(N[C@@H]1COCC[C@@H]1OCc1ccccc1)c1ccc2ncsc2c1
#34 COc1ccc(-c2cc(N3CCCN(C(=O)C4(c5ccc(OC)cc5)CC4)CC3)n[nH]2)cc1
#35 CCC(=O)N1CCC(Oc2ncccc2C(N)=O)CC1
#36 OC[C@H]1C[C@@H](NCc2cccc3c2OCO3)[C@H](O)[C@@H]1O
#37 CC1=C(C(=O)Nc2cc3cn[nH]c3cc2F)C(c2ccc(C(F)(F)F)cc2)CC(=O)N1 (centres undefined)
#38 O=C1CCC2(CCCO2)CCN1Cc1ccccc1 (centres undefined)
#39 O=C1OCC2(CCN(Cc3ccc(F)c(Cl)c3)C2)N1Cc1ccccn1 (centres undefined)
#40 CCn1c(CO)nnc1C1CC(NC(=O)CCc2n[nH]c3c2CCCC3)C1 (centres undefined)
assay / entry	29	30	31	32	33	34	35	36	37	38	39	40
SNCA expr inhib	?	-12.9%	-8.7%	1.9%	15.0%	-37.2%	-8.7%	2.1%[87.6 µM]	-18.1%	?	-11.0%[87.6 µM]	-14.5%
HEK293 tox	4.6%	-1.1%	.	-4.4%	?	44.7µM*	-20.1%	-2.5%[230 µM]	.	-21.6%	?	-7.7%
Luciferase inh	3.7%	-2.4%	.	-11.5%	7.8%	-2.4%	-5.6%	7.0%[230 µM]	.	-0.8%	-6.3%[172 µM]	10.3%
HEK293 viab	3.5%[12.5 µM]	7.3%	4.7%	-6.4%	-14.1%	-19.5%	-4.5%	1.1%[87.6 µM]	-3.0%&-21.1%	-4.0%	0.0%[87.6 µM]	5.3%
NIH3T3 tox	-22.6%	-19.2%	.	-7.5%	-22.4%	?	i	2.4%[174 µM]	.	-7.6%	-18.5%[138 µM]	-8.1%
IP6K1 inhibitor	35.7	14.1	-6.3	18.8	4.4	9.0	23.1	-26.4*	-7.2	-9.3	18.3	49.1
GPT2 inhibitor	i	i	.	1.3%	?	?	i	0.5%[88.5 µM]	-8.1%	-3.9%[11.5 µM]	i	i[11.5 µM]

#41 COCCN(Cc1cccs1)S(=O)(=O)c1cc(-c2cc(C)no2)ccc1C
#42 Cc1nc2ccccc2n1CCc1nc2c3ccccc3nc(SCC(=O)Nc3ccc(C(C)C)cc3)n2n1
#43 CSc1ccc(-c2nc(CN3CCCC(CO)C3)c(C)o2)cc1 (centres undefined)
#44 O=C(Nc1cnc(-c2ccc(Cl)cc2)nc1)c1ccccc1Cl
#45 COCC(=O)NC1CCC12CCN(Cc1cccc(C)c1)CC2 (centres undefined)
#46 CN1C(=O)CCC2(CNC(=O)c3ccncc3)CCC=C12 (centres undefined)
#47 O=C(Cn1cc(SCc2ccccc2F)c2ccccc21)N1CCCC1
#48 Cc1cc(C)cc(-n2c(C)nc3cc(C(=O)O)ccc32)c1
#49 CC(NC(=O)c1ccc(CSc2nc3ccncc3n2Cc2ccc(F)cc2)cc1)c1ccccc1 (centres undefined)
#50 COCCn1c(C)nnc1-c1cc(-c2ccnc(C)c2)ccn1
#51 CN(C)Cc1nnc(C2CC(NC(=O)Cc3noc4ccccc34)C2)n1C (centres undefined)
assay / entry	41	42	43	44	45	46	47	48	49	50	51
SNCA expr inhib	-25.0%	10.5%	83.5%[activator]	38.8%[activator]	1.0%	-15.1%	145.4%[activator]	27.0%	-3.6%	-15.9%[87.6 µM]	-15.5%
HEK293 tox	.	.	?	?	1.1%	?	.	.	.	4.6%[172 µM]	-20.3%
Luciferase inh	.	.	-1.1%	0.631µM*	4.9%	4.0%	.	.	.	12.9%[172 µM]	0.2%
HEK293 viab	-4.5%	-8.2%	5.4%	-11.2%	1.0%	6.6%	-11.4%	-3.3%	-26.4%	-0.5%[87.6 µM]	0.7%
NIH3T3 tox	.	.	?	1.7%	-5.0%	-3.9%	.	.	.	?	-11.6%
IP6K1 inhibitor	-33.3*	6.9	-0.9	-6.0	-8.4	-8.5	18.7	31.1	-9.0	-6.0	53.2
GPT2 inhibitor	.	.	4.2%	i	4.1%	-25.0%	.	.	.	0.6%[88.5 µM]	-7.4%[11.5 µM]

High-throughput results from PubChem BioAssay.
